TRb-SRC2 inh: qHTS for Inhibitors of the Interaction of Thyroid Hormone Receptor and Steroid Receptor Coregulator 2 | Thyroid hormone receptor beta (Homo sapiens), P10828 | TRbeta-SRC2 peptide binding, fluorescence polarization; receptor liganded with 1 µM T3 | Potency, µM (doses to about 106 µM), without a hit: top-dose activity change, negative = inhibition, hits mostly inhibitors | actives 0.065% (n = 280,000) | AID 1469, 2008;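 further: plate controls were bound peptide for no effect and peptide without receptor for full effect; nearly all actives have a fitted effect of over 50% in size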
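Assay buffer: 20 mM Tris-HCl, 100 mM NaCl, 10% glycerol, 1 mM EDTA, 0.01% NP-40, 1 mM DTT, 1 uM T3, 5% DMSO; TRb LBD 0.6 uM, Texas Red SRC2 20 nM; FP after 5 hr.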
Tau fluor counter: Counterscreen qHTS for Inhibitors of Tau Fibril Formation, Fluorescence Polarization. Potency, µM (series often up to 57.7 µM), without a hit: at the highest dose activity change, negative = decrease. tau K18 P301L Alexa594 fluorescence, heparin fibrillization. actives 0.93% (n = 280,000); further: on the % scale 0 is the no-effect control and ±100 the full control effect; nearly all actives have a fitted effect of over 55% in size
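Human tau K18 P301L (15 uM unlabeled, 0.24 uM Alexa 594-labeled) in 100 mM sodium acetate pH 7 with 20 uM heparin, 6 hr at 37 C. ThT 30 uM added, 1 hr ambient; Alexa 594 FP and total fluorescence read at 555/632 nm.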
TR SRC2 fluor cs: Total Fluorescence Counterscreen for Inhibitors of the Interaction of Thyroid Hormone Receptor and Steroid Receptor Coregulator 2; AID 1479, 2009; TRb/SRC2 Texas Red total fluorescence interference; Potency, µM (top dose mostly 106 µM), inactives show at the top dose fluorescence change, negative = quenching; actives 0.29% (n = 280,000); active means well fitted curve in either direction with a large enough effect; inconclusive means small, poorly fitted or top-dose-only effect; further: on the % scale 0 is the no-effect control and ±100 the full control effect
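Flags fluorescent or light-absorbing compounds by total fluorescence, S + 2P, at 555 nm excitation and 632 nm emission. Mixture: 20 nM Texas Red SRC2 peptide, 0.6 uM human TRb LBD, 1 uM T3, 5% DMSO; compound exposure 5 h at ambient temperature.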
RECQ1 inh: qHTS Assay for Inhibitors of RecQ-Like Dna Helicase 1 (RECQ1); ATP-dependent DNA helicase Q1 (Homo sapiens), P46063; RECQ1 DNA unwinding, red fluorescence kinetic read; Potency, µM (doses to about 57.3 µM), without a hit: at the top dose activity, negative = inhibition, most hits filed as inhibitors; actives 0.54% (n = 240,000); AID 2549, 2010;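 further: plate controls were vehicle for no effect and no enzyme for full effect; nearly all actives have a fitted effect of over 30% in size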
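50 nM RECQ1T1 preincubated 15 min with compound in Tris pH 8.0 buffer with MgCl2, DTT, Tween-20 and 2.5 ug/ml poly(dI-dC); started with 200 nM TAMRA/BHQ-2 forked duplex and 2 mM ATP. Unwinding read as fluorescence (525/598 nm), two reads 2 h apart.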
L3MBTL1 block: qHTS Assay for the Inhibitors of L3MBTL1; actives 0.66% (n = 230,000); AlphaScreen L3MBTL1–H3K9me1 peptide binding; Potency, µM (highest dose often 57.1 µM), inactives show at the top dose activity, negative = inhibition, actives largely listed as inhibitors; Lethal(3)malignant brain tumor-like protein 1 (Homo sapiens), Q9Y468; AID 485360, 2010; further: on the % scale 0 is the no-effect control and ±100 the full control effect; nearly all actives have a fitted effect of over 60% in size
Target sequence (Q9Y468 whole entry, looked up): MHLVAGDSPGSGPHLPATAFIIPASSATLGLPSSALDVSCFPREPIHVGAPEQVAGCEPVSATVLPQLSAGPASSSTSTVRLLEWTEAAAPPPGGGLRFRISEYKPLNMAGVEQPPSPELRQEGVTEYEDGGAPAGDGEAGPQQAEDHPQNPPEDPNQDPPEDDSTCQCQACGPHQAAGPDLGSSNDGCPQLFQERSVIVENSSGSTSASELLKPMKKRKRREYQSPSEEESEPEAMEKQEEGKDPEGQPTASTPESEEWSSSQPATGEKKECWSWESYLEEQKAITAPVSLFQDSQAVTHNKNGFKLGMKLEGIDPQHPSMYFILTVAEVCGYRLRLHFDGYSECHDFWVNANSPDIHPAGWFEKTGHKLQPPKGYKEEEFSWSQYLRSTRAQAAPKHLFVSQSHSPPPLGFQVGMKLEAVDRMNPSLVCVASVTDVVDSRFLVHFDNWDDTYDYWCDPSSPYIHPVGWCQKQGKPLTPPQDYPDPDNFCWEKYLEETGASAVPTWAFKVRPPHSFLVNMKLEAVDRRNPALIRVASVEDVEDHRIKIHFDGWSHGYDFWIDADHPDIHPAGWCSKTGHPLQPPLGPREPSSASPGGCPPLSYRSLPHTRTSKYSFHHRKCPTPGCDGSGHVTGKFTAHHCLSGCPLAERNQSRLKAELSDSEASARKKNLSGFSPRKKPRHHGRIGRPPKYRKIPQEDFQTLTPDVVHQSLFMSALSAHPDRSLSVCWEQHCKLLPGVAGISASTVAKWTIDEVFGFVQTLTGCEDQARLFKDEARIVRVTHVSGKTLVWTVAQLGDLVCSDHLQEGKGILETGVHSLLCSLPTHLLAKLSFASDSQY
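Displacement of a biotinylated histone H3(1-15) peptide monomethylated at Lys9 (75 nM) from L3MBTL1 (50 nM) was measured by AlphaScreen after a 30 min room-temperature compound incubation; cefsulodin titration served as intraplate control.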
HTT cytoprotect: qHTS Multiplex Assay to Identify Dual Action Probes in a Cell Model of Huntington: Cytoprotection (ATP) | AID 1471, 2008 | actives 0.14% (n = 230,000) | Potency, µM (top dose mostly 56.4 µM), for inactives: cytoprotection (ATP increase), most hits filed as activators | PC12 HTT-Q103 induced, cytoprotection, ATP luminescence, 40 h;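 further: % of control where 0% means no effect; nearly all actives have a fitted effect of over 45% in size; toxic huntingtin expression switched on by the ecdysone agonist tebufenozide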
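Huntington model: PC12 line, ecdysone-inducible HTTQ103 exon1–GFP, tebufenozide 100 nM. Test articles in a dose series. Endpoint luminescence from cellular ATP.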
Tau fibril ThT: qHTS for Inhibitors of Tau Fibril Formation, Thioflavin T Binding. Potency, µM (doses to about 57.4 µM), for the others: at the highest dose activity, negative = inhibition, usual class: inhibitors. recombinant tau K18 P301L, heparin-induced fibrillization, ThT fluorescence. actives 2.1% (n = 270,000); further: on the % scale 0 is the no-effect control and ±100 the full control effect; nearly all actives have a fitted effect of over 55% in size
Target sequence (P10636 561-689 P618L limits assumed): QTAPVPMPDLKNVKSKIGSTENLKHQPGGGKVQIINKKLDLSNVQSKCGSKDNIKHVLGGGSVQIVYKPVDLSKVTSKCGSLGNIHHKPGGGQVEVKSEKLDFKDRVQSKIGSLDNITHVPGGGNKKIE
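Fibril formation assay: tau K18 P301L at 15 uM with trace Alexa 594 label, heparin inducer 20 uM, pH 7 sodium acetate buffer, 37 C for 6 hr; endpoint ThT signal.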
Tau fibril FP: qHTS for Inhibitors of Tau Fibril Formation, Fluorescence Polarization; Microtubule-associated protein tau (Homo sapiens), P10636; K18 P301L tau heparin fibrillization, Alexa594 FP, 6 h; Potency, µM (highest dose often 57.7 µM), for inactives: at the highest dose activity, negative = inhibition, actives largely listed as inhibitors; actives 0.39% (n = 280,000); further: on the % scale 0 is the no-effect control and ±100 the full control effect; nearly all actives have a fitted effect of over 55% in size
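Human tau K18 […] P301L fragment, 15 uM unlabeled plus 0.24 uM Alexa 594-labeled tau (final), with compound and 20 uM heparin in 100 mM sodium acetate pH 7; 6 hr at 37 C, then Alexa 594 FP read.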
The depositor's hits bear a star; i = inactive; ? = inconclusive; / = no result given; & = joins results of further samples; [ ] = dose if it differs, or a comment. Unless noted, the call rests on the fitted dose curve; in most records, active means well fitted curve in the direction sought with a large enough effect; inconclusive means small, poorly fitted or top-dose-only effect, or another doubt; inactive means no such curve, though single readings can be large; an effect the other way counts as inactive or inconclusive. Potency means the concentration at half of the fitted maximal effect. Only part of the results is shown; count on the stated rates, not on these rows.

entry | smiles | TRb-SRC2 inh | Tau fluor counter | TR SRC2 fluor cs | RECQ1 inh
1 | Cc1cc(Cl)c(S(=O)(=O)NCC2CCCO2)cc1OCC(=O)NC1CCCCC1 (stereo unspecified) | -6% | -10% | -6% | -21%
2 | O=C(CC1SCCNC1=O)Nc1ccc(Cl)cc1 (stereo unspecified) | 2% | 10% | -6% | 14%
3 | COc1ccc(C(=O)Nc2ccc(OCc3ccccc3)cc2)cc1[N+](=O)[O-] | -16% | -24% | 2% | -7%
4 | Cc1nn(Cc2c(F)cccc2Cl)c(C)c1NC(=O)C1CC1 | 7% | -5% | -1% | 1%
5 | COCCCN(CC(=O)O)S(=O)(=O)c1cccc(Cl)c1 | 5% | 2% | 0% | i
6 | CCc1ccc(NC(=O)CN2C(=O)CCSc3ccccc32)cc1 | -1% | -8% | 4% | /
7 | COc1ccc(OCC(=O)N2CC3(C)CC2CC(C)(C)C3)cc1 (stereo unspecified) | -3% | -2% | 1% | -13%
8 | Cc1ccc(C)c(Cn2c(C(C)NC(=O)c3ccccc3)nc3ccccc32)c1 (stereo unspecified) | 5% | -1% | -2% | /
9 | CC1CCCCN1CCCNC(=O)Cn1ncc2c3ccccc3n(Cc3ccccc3)c2c1=O (stereo unspecified) | 0% | -5% | -1% | /
10 | CCC(C)(C)NC(=O)C(c1ccccn1)N(C(=O)c1csnn1)c1ccc(C)cc1 (stereo unspecified) | 4%[53 µM] | -11% | -1%[53 µM] | i

entry | L3MBTL1 block | HTT cytoprotect | Tau fibril ThT | Tau fibril FP
1 | / | 37% | -17% | -2%
2 | 1% | / | 5% | 1%
3 | 0% | 13% | -9% | ?
4 | -16% | / | -4% | -3%
5 | 15% | -10% | 2% | -3%
6 | / | / | 1% | -9%
7 | 8% | 31%[10 µM] | -6% | -3%
8 | / | / | -4% | 0%
9 | / | / | 0% | 1%
10 | -5% | 2%[10 µM] | -7% | -1%

2 entries from above, with values under each structure:
Below each SMILES – TRb-SRC2 inh	Tau fluor counter	TR SRC2 fluor cs	RECQ1 inh	L3MBTL1 block	HTT cytoprotect	Tau fibril ThT	Tau fibril FP
[6] CCc1ccc(NC(=O)CN2C(=O)CCSc3ccccc32)cc1
 : -1%	-8%	4%	/	/	/	1%	-9%
[7] COc1ccc(OCC(=O)N2CC3(C)CC2CC(C)(C)C3)cc1 (stereo unspecified)
 : -3%	-2%	1%	-13%	8%	31%[10 µM]	-6%	-3%

Structural class: the compounds so far containing an aryl methoxy group
entry | smiles | TRb-SRC2 inh | Tau fluor counter | TR SRC2 fluor cs | RECQ1 inh
3 | COc1ccc(C(=O)Nc2ccc(OCc3ccccc3)cc2)cc1[N+](=O)[O-] | -16% | -24% | 2% | -7%
7 | COc1ccc(OCC(=O)N2CC3(C)CC2CC(C)(C)C3)cc1 (stereo unspecified) | -3% | -2% | 1% | -13%

entry | L3MBTL1 block | HTT cytoprotect | Tau fibril ThT | Tau fibril FP
3 | 0% | 13% | -9% | ?
7 | 8% | 31%[10 µM] | -6% | -3%

Next compounds follow:
entry | smiles | TRb-SRC2 inh | Tau fluor counter | TR SRC2 fluor cs | RECQ1 inh
11 | Cc1ccc(C(C(=O)NCc2ccco2)N(Cc2ccco2)C(=O)CNC(=O)c2ccco2)cc1 (stereo unspecified) | -6% | -20% | -3% | -6%
12 | O=C(O)COc1ccc(=O)n(-c2ccccc2)n1 | -1% | 2% | 0% | i
13 | CCOC(=O)c1sc(=S)n(CC)c1NC(=O)c1ccccc1 | -1% | 0% | -2% | -2%
14 | O=C(O)Cc1coc2cc3c(cc12)CCC3 | 0% | 6% | -1% | 14%
15 | COc1ccccc1N1C(=O)C(Cl)=C(Nc2ccccc2O)C1=O | -11% | ? | -3% | i
16 | CC(=O)Nc1ccc(Cc2nc3c([nH]2)c(=O)n(C)c(=O)n3C)cc1 | -4% | 9% | -4% | -5%
17 | Cc1nn(-c2ccccc2Cl)c(Cl)c1/C=N/Nc1nc2ccccc2s1 | -1%[53 µM] | -10% | 0%[53 µM] | 1%
18 | COc1ccc(CCN2CNc3c(c(=O)n(C)c(=O)n3C)C2)cc1 | 0% | 6% | 0% | 1%
19 | CC(NC(=O)c1ccc(OC2CCN(Cc3ccccn3)CC2)cc1)c1ccccc1 (stereo unspecified) | -3% | -13% | 0% | -5%
20 | Cc1c2cnn(CC(=O)Nc3cccc(C(F)(F)F)c3)c(=O)c2c(C)n1Cc1ccccc1F | 8% | -15% | 9% | -4%

entry | L3MBTL1 block | HTT cytoprotect | Tau fibril ThT | Tau fibril FP
11 | -6% | -9%[10 µM] | 7.1µM* | ?
12 | / | 5% | -3% | 13%
13 | -2% | -9%[10 µM] | 6% | 3%
14 | -2% | / | 3% | 2%
15 | / | ? | 13µM* | 28µM*
16 | 10% | 18%[10 µM] | 4% | 2%
17 | -3% | 7%[10 µM] | -2% | 4%
18 | 4% | -22%[10 µM] | -4% | 2%
19 | -2% | -1%[10 µM] | -9% | -8%
20 | 0% | ? | -9% | -9%

Continuation.
entry | smiles | TRb-SRC2 inh | Tau fluor counter | TR SRC2 fluor cs | RECQ1 inh
21 | Cc1ccc(C)c(-n2c(SCC(=O)NCC3CCCO3)nnc2-c2ccoc2C)c1 (stereo unspecified) | -12% | -15% | 2% | -5%
22 | Cc1ccc(Nc2nc(N)nc(CC#N)n2)cc1 | 6% | -9% | 2% | -17%
23 | CCN(CC)C(=O)C1CCCN(C/C(C)=C/c2ccccc2)C1 (stereo unspecified) | -19% | 0% | 1% | 1%
24 | O=C(/C=C/c1ccccc1)NC(=S)NNC(=O)c1cnccn1 | 1% | -19% | -2% | -2%
25 | CCOC(=O)c1c(S(=O)(=O)N2CCC(C(=O)N3CCN(c4ccccc4F)CC3)CC2)c(C)n(C)c1C | 1% | -2% | -5% | /
26 | CC(C)OC(=O)CC(=O)CSc1nc2c(cc1C#N)CCCCC2 | 3% | -19% | 0% | -5%
27 | COCCn1c(SCC(=O)c2ccc(F)cc2)nnc1C(C)C | -18% | -2% | 2% | i
28 | Cc1cc(NC(=O)COC(=O)CCCOc2ccc(Cl)cc2C)no1 | -3% | -1% | 0% | -15%
29 | O=C(NC1CCCC1)C1CCC(=O)N1C1CCCCC1 (stereo unspecified) | 0% | -1% | -1% | -6%
30 | COc1ccc(N2C(=O)C(CC(N)=O)N(NC(=O)CCc3ccccc3)C2=O)cc1 (stereo unspecified) | -9% | -6% | -4% | i

entry | L3MBTL1 block | HTT cytoprotect | Tau fibril ThT | Tau fibril FP
21 | -4% | 13%[10 µM] | ? | 28µM*
22 | 9% | -17% | -4% | -3%
23 | -10% | -13% | 0% | 7%
24 | / | -31%[10 µM] | / | 1%
25 | / | / | -6% | 5%
26 | 15% | 0%[10 µM] | -11% | 6%
27 | / | -5%[10 µM] | -10% | -5%
28 | 0% | -8% | -6% | -4%
29 | / | -7% | -7% | -1%
30 | 21% | / | -9% | -1%

Following part:
entry | smiles | TRb-SRC2 inh | Tau fluor counter | TR SRC2 fluor cs | RECQ1 inh
31 | C=C1CC2C3CC[C@@]4(OCOC45COCO5)[C@@]3(C)C(O)CC2[C@@]2(C)CCC(=O)C=C12 (stereo partly specified) | -9% | -6% | -1% | i
32 | NC(=O)CN1N=C(c2cc(Cl)sc2Cl)CSC1=O | -6% | -5% | -1% | -5%
33 | COc1cccc(C(=O)NCC2(c3ccccc3)CCCC2)c1 | -8% | 7% | -5% | 17%
34 | O=C(CNC(=O)c1ccccc1F)NCCOc1cccc(Cl)c1Cl | 7% | 6% | 1% | -2%
35 | CC(C)=CCCC1(C)C=Cc2c(c(C)cc3c2[nH]c2ccccc23)O1 (stereo unspecified) | 1% | 8.9µM*[quencher] | 0% | -3%
36 | Cc1ccc(C)c(OCCn2c(-c3ccc(Cl)cc3)nc3ccccc3c2=O)c1C | 6% | -7% | -3% | /
37 | N#Cc1c(SCC(N)=O)nc2c(c1-c1ccc(O)cc1)CCCC2 | -17% | -12% | -1% | i
38 | CCCCC[C@H](O)/C=C/[C@@H]1[C@H]2C/C(=C/CCCC(=O)O)O[C@H]2C[C@H]1O | 4%&2% | -1%&1% | -1%&-2% | 11%&-18%
39 | CCN1c2ccccc2-n2cccc2C12CCN(C(=O)Nc1ccccc1Br)CC2 | 2% | -12% | -1% | /
40 | COC(=O)CC1C(=O)NCCN1C(=O)CSc1nc2ccccc2c(=O)n1CC(C)C (stereo unspecified) | -6% | -5% | -1% | -11%
41 | Cc1cc(C)n(-c2nc(SCC(=O)O)c3c4c(sc3n2)CCCC4)n1 | -3% | -4% | -1% | -18%
42 | O=C(NCCc1csc(-c2ccccc2)n1)c1c(F)cccc1F | 4% | -5% | -1% | -8%

entry | L3MBTL1 block | HTT cytoprotect | Tau fibril ThT | Tau fibril FP
31 | 2% | / | -16% | -6%
32 | 3% | 2%[1.9 µM] | -7% | -3%
33 | -5% | 13%[10 µM] | 6% | 6%
34 | 12% | 27%[0.074 µM] | 7% | 6%
35 | / | -98%[inhibitor] | ? | -10%
36 | / | / | -2% | 1%
37 | / | -11% | -2% | -10%
38 | / | 7%&10%&-13% | -3%&0% | 3%&-2%
39 | / | / | -10% | -3%
40 | 6% | 4%[10 µM] | -5% | -1%
41 | 4% | -6%[10 µM] | -17% | 0%
42 | / | -59%[inhibitor] | -4% | -6%
